ALOX15 inhib: qHTS Assay for Inhibitors of 15-hLO (15-human lipoxygenase). purified 15hLO-1, xylenol orange hydroperoxide absorbance. Potency, µM (series often up to 57.1 µM), inactives show at the top dose activity change, negative = inhibition, most hits filed as inhibitors. 1.4% of 74,000 active. Polyunsaturated fatty acid lipoxygenase ALOX15 (Homo sapiens), P16050; also: potency is read from the fitted curve at half-maximal effect; % is scaled to controls: 0 for no effect and ±100 for the full control effect; nearly all actives have a fitted effect of over 55% in size
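Hydroperoxide formed from arachidonic acid (50 uM) by purified human 15hLO-1 (40 nM) oxidizes ferrous iron, and the ferric-xylenol orange complex is read at 573 versus 405 nm. Compounds were preincubated 15 min; reaction ran 6 min at room temperature.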
ERK AVP inh: qHTS Assay for Inhibitors of the ERK Signaling Pathway using a Homogeneous Screening Assay. HEK293-V1b, vasopressin-stimulated pERK AlphaScreen. Potency, µM (doses to about 57.5 µM), for inactives: top-dose activity, negative = inhibition, actives largely listed as inhibitors. 0.99% of 72,000 active. AID 995, 2007; also: potency is read from the fitted curve at half-maximal effect; % is scaled to controls: 0 for no effect and ±100 for the full control effect; nearly all actives have a fitted effect of over 55% in size
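Overnight-seeded V1b-HEK293 cells in 1% FBS got compound, then vasopressin (25 nM final, 5 min, 37C), then lysis buffer. AlphaScreen detection of phospho-ERK; activity normalized to basal and full-stimulation controls.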
CRE Fsk mod: Cell signaling CRE-BLA (Fsk stim); CHO CRE-bla reporter (cAMP response element driving beta-lactamase), forskolin EC10, beta-lactamase ratio; 2.5% of 71,000 active; Potency, µM (doses to about 38.2 µM), inactives show at the highest dose activity change, negative = inhibition, actives largely listed as activators; AID 662, 2007; active = well fitted activation curve with a large enough effect in the signal ratio, with a control signal flat, not every such curve was filed as active; inconclusive = small, poorly fitted or top-dose-only effect, or effect the other way, or a change in a side signal; the % refers to the signal ratio; also: potency is read from the fitted curve at half-maximal effect; % of control where 0% means no effect
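qHTS titration format; CRE-bla CHO reporter; stimulus EC10 NKH 477, a water-soluble forskolin. Read: CCF4 460/530 nm ratio. Potency expressed as AC50 for activators or inhibitors.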
TexasRed autofl: qHTS Assay for Spectroscopic Profiling in Texas Red Spectral Region; Compound fluorescence, Texas Red channel, 547/618 nm; hits give high values; 0.06% of 59,000 active; max dye-equivalent concentration, M; in the data active = max dye-equivalent concentration above about 10 nM; inconclusive = between about 1.1 nM and that limit
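Fluorescence at ex 547/em 618 nm, normalized against an on-plate Texas Red standard series to give dye-equivalent concentration per compound concentration. Buffer 100 mM Tris, pH 8.0; 15 min RT incubation before CCD imaging.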
Rhodamine autofl: qHTS Assay for Spectroscopic Profiling in Rhodamine Spectral Region; Rhodamine-region fluorescence, 547/598 nm, Tris buffer; hits give high values; max dye-equivalent concentration, M; 0.05% of 59,000 active; AID 594, 2007; in the data active = max dye-equivalent concentration above about 11 nM; inconclusive = between about 1.1 nM and that limit
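A six-point rhodamine series on each plate calibrates the signal. Compounds sit in 100 mM Tris (pH 8.0) for 15 min at ambient temperature before imaging through 547 nm/598 nm filters.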
HADH2 inh: qHTS Assay for Inhibitors of HADH2 (Hydroxyacyl-Coenzyme A Dehydrogenase, Type II). recombinant HADH2, NADH fluorescence, beta-hydroxybutyryl-CoA. Potency, µM (highest dose often 57.1 µM), inactives show at the top dose activity change, negative = inhibition, usual class: inhibitors. 3.4% of 73,000 active. AID 886, 2007; also: potency is read from the fitted curve at half-maximal effect; % is scaled to controls: 0 for no effect and ±100 for the full control effect; nearly all actives have a fitted effect of over 60% in size; many of its hits are not listed in these tables
Target sequence (Q99714 whole entry, looked up, one chain of several): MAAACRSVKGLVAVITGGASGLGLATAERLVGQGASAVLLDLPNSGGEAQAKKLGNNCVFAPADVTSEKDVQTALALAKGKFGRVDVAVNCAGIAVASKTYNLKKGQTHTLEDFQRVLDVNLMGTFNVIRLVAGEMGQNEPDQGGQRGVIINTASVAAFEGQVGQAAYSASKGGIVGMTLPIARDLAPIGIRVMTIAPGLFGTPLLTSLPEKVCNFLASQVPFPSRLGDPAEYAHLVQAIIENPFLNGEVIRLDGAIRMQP
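NADH fluorescence (ex 360/em 450 nm) read every 30 s for 4 min; activity taken as last-minus-first time point difference. Enzyme 20 nM, NAD+ 1 mM, beta-hydroxybutyryl-CoA 90 uM, pH 9.0 Tris buffer.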
Hsp90 Hop PPI: qHTS Assay for Disrupters of an Hsp90 Co-Chaperone Interaction. Hsp90 C-terminal peptide / TPR2A (Hop) interaction, human. AlphaScreen TPR2A-His6 binding biotin-Hsp90 C-terminal peptide. Potency, µM (titrated, usually from 57 µM), inactives show at the highest dose activity change, negative = inhibition. 0.44% of 71,000 active. AID 595, 2007; active = well fitted curve in either direction with a large enough effect; inconclusive = small, poorly fitted or top-dose-only effect, or another doubt; also: potency is read from the fitted curve at half-maximal effect; % is scaled to controls: 0 for no effect and ±100 for the full control effect; many of its hits are not listed in these tables
Pol III holo inh: qHTS Assay for Inhibitors of DNA Polymerase III Holoenzyme System; 0.25% of 71,000 active; Potency, µM (series often up to 57.1 µM), for the others: at the highest dose activity change, negative = inhibition; reconstituted DNA polymerase III holoenzyme replication, biochemical; also: potency is read from the fitted curve at half-maximal effect; % is scaled to controls: 0 for no effect and ±100 for the full control effect
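Reconstituted *E. coli* holoenzyme (0.35 nM Pol III, 1 nM beta, 154 nM SSB, 2 nM primase) was preincubated with compound for 15 min at RT. Synthesis on 1.4 nM ssM13Gori ran 35 min, then was stopped with PicoGreen/EDTA and read as dsDNA fluorescence.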
Tau filament bind: qHTS Assay for Tau Filament Binding; Microtubule-associated protein tau (Homo sapiens), P10636; recombinant tau filaments, thioflavin S fluorescence, 15 h; filaments grown with octadecylsulfate alongside compound; Potency, µM (doses to about 57.1 µM), inactives show top-dose activity change, negative = inhibition; 2% of 71,000 active; AID 596, 2007;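 also: potency is read from the fitted curve at half-maximal effect; % is scaled to controls: 0 for no effect and ±100 for the full control effect; actives lower thioflavin S fluorescence by blocking filaments or displacing dye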
Target sequence (P10636 whole entry, looked up): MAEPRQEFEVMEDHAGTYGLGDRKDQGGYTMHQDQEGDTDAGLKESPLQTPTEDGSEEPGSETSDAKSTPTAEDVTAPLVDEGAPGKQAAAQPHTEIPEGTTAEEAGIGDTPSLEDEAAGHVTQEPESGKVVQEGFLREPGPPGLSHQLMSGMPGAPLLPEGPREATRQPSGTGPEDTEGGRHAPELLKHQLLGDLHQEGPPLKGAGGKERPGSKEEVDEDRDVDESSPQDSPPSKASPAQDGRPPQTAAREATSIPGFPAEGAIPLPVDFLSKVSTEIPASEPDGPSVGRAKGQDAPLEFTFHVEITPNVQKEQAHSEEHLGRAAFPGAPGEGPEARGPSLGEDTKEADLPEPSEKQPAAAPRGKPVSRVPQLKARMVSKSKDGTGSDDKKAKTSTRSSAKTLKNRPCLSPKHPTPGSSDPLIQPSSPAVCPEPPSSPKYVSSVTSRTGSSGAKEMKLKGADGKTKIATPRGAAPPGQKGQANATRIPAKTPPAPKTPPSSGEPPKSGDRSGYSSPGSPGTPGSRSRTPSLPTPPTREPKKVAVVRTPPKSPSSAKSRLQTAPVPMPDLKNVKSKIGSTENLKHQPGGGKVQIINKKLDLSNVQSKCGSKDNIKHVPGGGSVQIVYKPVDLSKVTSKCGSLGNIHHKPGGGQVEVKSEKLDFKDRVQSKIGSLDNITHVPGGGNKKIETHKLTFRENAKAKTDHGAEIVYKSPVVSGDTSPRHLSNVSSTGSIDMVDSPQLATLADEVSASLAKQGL
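ThS-based fibril read: tau 1 uM final, inducer ODS 30 uM final, 37 C for 15 h, ex 450/em 510 nm.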
FLuc inh: qHTS Assay for Inhibitors of Firefly Luciferase. purified firefly luciferase, luminescence, 8 min. 2.2% of 72,000 active. Luciferin 4-monooxygenase (Photinus pyralis), P08659. Potency, µM (series often up to 57.1 µM), for the others: at the highest dose activity change, negative = inhibition, usual class: inhibitors. AID 411, 2009; also: potency is read from the fitted curve at half-maximal effect; % is scaled to controls: 0 for no effect and ±100 for the full control effect; nearly all actives have a fitted effect of over 40% in size
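Compounds were tested as concentration series (qHTS) against purified P. pyralis luciferase with luciferin and 10 uM ATP in 50 mM imidazole pH 7.2, 50 mM KCl, 7 mM MgCl2, 0.01% Tween 20, 0.05% BSA. Luminescence was read after 8 min at ambient temperature.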
HBB splice mod: qHTS Assay for Modulators of Hemoglobin Beta Chain Splicing; HBB splicing reporter cell assay, activation; EGFP reporter with mutant IVS2-654 intron; response scale: normalised to 500 nM splice-correcting PNA; 0.06% of 65,000 active; Potency, µM (highest dose often 46.1 µM), without a hit: top-dose activation, most hits filed as activators; also: potency is read from the fitted curve at half-maximal effect; 0% is about no effect
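Compounds were applied for 2 days to HeLa EGFP-654 cells, 500/well in Optimem with 2% FCS. The reporter's EGFP is disrupted by mis-splicing of beta-globin intron IVS2-654. Readout: summed well GFP fluorescence from 488 nm laser scanning; reference was 500 nM antisense […] 654 PNA.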
* = called active by the depositor; i = inactive; ? = inconclusive; / = no result given; [ ] = remark or other dose. Unless noted, calls follow the shape of the dose curve; as a rule, active = well fitted curve in the direction sought with a large enough effect; inconclusive = small, poorly fitted or top-dose-only effect, or another doubt; inactive = no such curve, though single readings can be large; an effect the other way counts as inactive or inconclusive.

Each structure is followed by: ALOX15 inhib	ERK AVP inh	CRE Fsk mod	TexasRed autofl	Rhodamine autofl	HADH2 inh	Hsp90 Hop PPI	Pol III holo inh	Tau filament bind	FLuc inh	HBB splice mod
[1] CCC1CCC(NC2CCCCNC2=O)CC1 (stereo not given)
→ 5%	-2%	1%	/	/	3%	-5%	-1%	-15%	1%	-0.3%
[2] Cc1ccc(CNC(=O)c2ccc(CN3CCOCC3)cc2)cc1
→ 7%	-12%	-3%	/	/	11%	0%	-10%	5%	-1%	-0.4%[9.22 µM]
[3] CCCCCc1c(O)c2ccccc2[nH]c1=O
→ -1%	-5%	-2%	i	i	?	0%	10%	-14%	3%	-0.4%[57.5 µM]
[4] CCCn1c(SCC(=O)NCCc2ccc(Cl)cc2Cl)n[nH]c1=O
→ 6%	-4%	-6%	?	i	-6%	-2%	-5%	-2%	2%	-0.1%[57.5 µM]
[5] COc1ccc(CCN2CC34C=CC(O3)C(C(=O)NCc3ccccc3)C4C2=O)cc1OC (stereo not given)
→ 8%	20%	-2%	i	i	8%	-3%	2%	3%	1%	-1.5%
[6] Cc1ccc(OCn2c(=O)sc3ccccc32)cc1
→ -8%	78%[activator]	-10%	i	i	-6%	?	7%	-2%	-1%	-0.6%
[7] N#CCCn1c(=O)cnc2cnc(OCc3ccccc3)nc21
→ 12%	4%	13µM*	i	i	-18%	-10%	-3%	-10%	-1%[11.4 µM]	1.3%
[8] CCNc1ncc2nc(-c3cccc(C#N)c3)c(=O)n(CCC#N)c2n1
→ -9%	-24%	2.5µM*	i	i	16µM*	3%	-3%	105%	2%[11.4 µM]	0.3%
[9] CC(C)OCCCNc1nc2c([nH]1)c(=O)n(C)c(=O)n2C
→ -2%	?	?	i	i	8%	0%	-3%	-4%	0%	-1.3%[57.5 µM]
[10] CC(=O)CC(C)C
→ 6%	-1%	-1%	/	/	-1%	0%	?	-8%	/	0.0%
[11] O=C(OCc1nc(-c2ccccc2)oc1COC(=O)c1ccco1)c1ccco1
→ -8%	-10%	25%	i	i	-1%	8%	4%	4%	-1%	0.0%[57.5 µM]
[12] CC12CCC(C(=O)NCCN3CCCCC3)(CC1=O)C2(C)C (stereo not given)
→ -6%	1%	0%	?	i	6%	-1%	-8%	0%	1%	-0.7%
[13] COc1ccc(-n2c(Cc3cccn3C)nnc2SCC(=O)Nc2ccccc2C)cc1
→ -8%	?	-14%	/	/	-8%	-4%[2.3 µM]	-2%	12%	4%	-0.9%
[14] COc1ccccc1N1CCN(C(=O)CN(c2cc(C)cc(C)c2)S(C)(=O)=O)CC1
→ 0%	-17%	-9%	i	i	36%[activator]	-1%	-1%	-14%	3%	0.1%[57.5 µM]
[15] COc1ccc2[nH]c3c(NCCN4CCCCC4)ncnc3c2c1
→ 13%	-16%	?	i	i	-5%	-7%	2%	168%	-3%	1.9%[0.369 µM]
[16] Cc1cccn2c(=O)c(C=Nc3ccccc3)c(NCCO)nc12
→ 4%	-12%	?	i	i	-148%	1%	-6%	-11%	-8%	-0.6%
[17] Nc1ccc(-n2c(N)c(C(=O)NCc3ccc4c(c3)OCO4)c3nc4ccccc4nc32)cc1
→ -10%	-6%	13µM*	i	i	-12%	-5%	4%	270%	2%	-0.8%
[18] O=C(CCCCCN1C(=O)CCC1=O)Nc1ncn[nH]1
→ 4%	-19%	-8%	i	i	-2%	?	-6%	11%	2%	-1.0%
[19] CCOC(=O)C(CC)n1cnc2c(cnn2-c2ccc(Cl)cc2)c1=O (stereo not given)
→ 2%	?	?	i	i	24%	3%	-3%	-7%	0%	1.2%
[20] O=C(c1cn(CC(=O)N2CCCC2)c2ccccc12)C1CCCCC1
→ -25%	-8%	4%	i	i	9%	-1%	-4%	4%	7%	/
[21] COc1cc(C2SCCCCCCCCCCSC(c3ccc(O)c(OC)c3)SCCCCCCCCCCS2)ccc1O (stereo not given)
→ -4%[11.4 µM]	4%[11.5 µM]	5%[7.6 µM]	i	i	-2%[11.4 µM]	-3%[11 µM]	-16%[11.4 µM]	3%[11.4 µM]	2%[11.4 µM]	3.8%[9.22 µM]
[22] COc1ccccc1-c1nccc(-n2ccnc2)n1
→ -5%	8%	?	i	i	-29%	-3%	-3%	3%	0%[2.29 µM]	0.1%
[23] Cc1nn(C(=O)c2cccs2)c(N)c1-c1ccccc1
→ -28%	/	21%	/	/	-11%	1%	-3%	?	16µM*	-1.0%
[24] COc1ccccc1-c1cc(C(=O)NCc2cccs2)no1
→ -1%	19%	12%	?	i	-25%	2%	5%	100%	-14%	8.2%
[25] COc1ccccc1S(=O)(=O)Cc1ccc(C(=O)NCCN2CCCC2)o1
→ -3%	7%	16%	i	i	-5%	-2%	-1%	-4%	2%	0.8%[1.84 µM]
[26] COc1ccccc1CC(NC(C)=O)C(=O)NC1CCN(c2nnnn2-c2ccccc2)CC1 (stereo not given)
→ -29%	4%	?	i	i	29%	?	-4%	-7%	4%	-2.0%
[27] COCCNC(=O)c1c[nH]c2ccc(OC)cc2c1=O
→ 8%	-2%	0%	i	i	-2%	-1%	-7%	5%	1%	-0.4%[57.5 µM]
[28] CCOC(=O)c1cnc(SCC(=O)Nc2sc(C)c(C)c2C#N)nc1N
→ -12%	21%	7%	i	i	16%	0%	-4%	212%	5%	/
[29] COc1ccc(CCNC(=O)C2CCN(S(=O)(=O)c3cccc4nsnc34)CC2)cc1OC
→ -2%	-6%	?	i	i	-9%	-1%	-3%	6%	1%	1.5%
[30] CC(N=C1NS(=O)(=O)c2ccccc21)c1ccccc1 (stereo not given)
→ 9%	?	-6%	/	/	-2%	-4%	1%	8%	-1%	-1.0%
[31] CC1(C)C2CCC(C2)C1(C)NC(=O)CN1CCOCC1 (stereo not given)
→ 0%	0%	5%	i	i	-6%	-1%	-3%	-4%	2%	0.3%[57.5 µM]
[32] Cc1ccc(CN(c2ccc(C(=O)N3CCOCC3)cc2)S(C)(=O)=O)cc1
→ -9%	7%	-3%	/	/	3%	0%	-2%	-25%	2%	-0.3%[9.22 µM]
[33] COc1cc(NC(=O)c2cnn3c(C)cc(C)nc23)c(OC)cc1Cl
→ 9%	-11%	?	i	i	?	-10%	-6%	?	1%	0.6%
[34] CC(C)c1ccc(NC(=O)CSc2nnc(-c3ccccn3)n2C)cc1
→ 4%	6%	?	i	i	9%	-5%	-5%	-6%	-8%	2.2%
[35] CC1(C)N=C(C(=O)c2ccccc2)N(O)C1(C)O (stereo not given)
→ 5%	12%	-16%	i	i	4%	-3%	10%	1%	-3%	-2.1%
[36] O=c1cc(C(F)(F)F)nc(-c2ccccc2)[nH]1
→ -3%[11.4 µM]	-18%	-23%[7.6 µM]	/	/	2%[11.4 µM]	-4%[11 µM]	-12%[11.4 µM]	-4%[11.4 µM]	-3%	-0.3%[0.0738 µM]
[37] CCOC(=O)c1ccc(NC(=O)CCc2ccc(CC)o2)cc1
→ 6%	3%	-24%	i	i	-2%	-2%	-1%	-8%	4%	-3.8%
[38] O=C(CN1CCOCC1)Nc1cccc(C(=O)Nc2cccc(C(F)(F)F)c2)c1
→ -3%	-2%	2%	i	i	5%	1%	-4%	-8%	-20%	-5.6%
[39] O=S(=O)(c1ccccc1)c1ccccc1/C=N\O
→ 3%	-13%	3%	i	i	16%	0%	-10%	1%	-1%	/
[40] CC(C)c1ccc(-c2noc(C3CCCN(C(=O)c4ccc(F)cc4F)C3)n2)cc1 (stereo not given)
→ -25%	-3%	?	i	i	-7%	?	-1%	-12%	-8%	-0.4%[57.5 µM]
[41] Cc1cccc(S(=O)(=O)C(C#N)c2nc3ccccc3nc2N2CCOCC2)c1 (stereo not given)
→ -6%	-27%	?	i	i	-13%	0%	-8%	50%	2%	-3.0%[57.5 µM]

Compound activity: PubChem, National Center for Advancing Translational Sciences (NCATS)

An excerpt (hit frequency here may not be typical).
